Screens deposited in PubChem by Broad Institute.
GSIS activator – GLuc luminescence reporter in INS-1E cells, primary screen for activators of glucose-dependent secretion of insulin. INS-1E GLuc reporter insulin secretion, 2-3 h. activation, % at 16.6 µM. hit rate 0.61% among 370,000;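 active means lowest replicate activation of at least 40%, so every replicate reaches that level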;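 further: 0% = median of neutral control wells and 100% = median of IBMX positive control wells; some compounds called inactive have numbers as strong as hits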
ARNT-TACC3 inh – disruptors of human ARNT/TACC3 interaction | AlphaScreen His-ARNT PAS-B/GST-TACC3 binding, luminescence; TACC3 fragment carries E629A point mutation | inhibition, % at 9.99 µM | hit rate 0.66% among 390,000 | AID 623870;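 active means mean inhibition of replicates at least 50% and at least half of replicates each reaching 50%; inconclusive means half or more replicates reach 50% but mean below 50%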;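 further: 0% = complete ARNT plus TACC3 wells and 100% = ARNT alone without TACC3; many hits fall short of the cut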
DENV2 CPE rescue – DENV2-induced cell death inhibition | DENV2-infected cells, cytopathic effect rescue, plate reader | CPE inhibition, % at 9.99 µM | hit rate 1.7% among 350,000 | AID 651640; in the data active means CPE inhibition above about 20%, passing the limit was not always enough; inconclusive means no clear call, values can overlap the other calls; tested in BHK-21 cells;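 further: 0% = median of neutral control wells and 100% = median of positive control wells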
Xi reactivation – reactivates the inactive X chromosome in mouse fibroblasts; XiGFP mouse fibroblasts, % GFP-positive cells imaging, 3 d; cells co-treated with 5-aza-dC sensitizer; scaled so ellipticine positive control = 100%; activation, % at 7.58 µM; hit rate 0.055% among 360,000;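 active means mean normalized replicate activation at least 10% and every replicate at or above 10%; inconclusive means only one of the two criteria met; inactive means mean below 10% and not all replicates reach 10%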;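 further: 0% = median of on-plate neutral control wells and 100% = ellipticine 6 µM median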
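System: SV40-immortalized XiGFP fibroblast cells, line 68-5-11 / Incubation: 3-day compound exposure, then 15 min fixation at room temperature / Compound: single concentration per compound, delivered by pin transfer / Buffer or medium: DMEM plus 5-aza-dC sensitizer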
CFTR F508del cor – CFTR F508del correction in bronchial cells; CFBE cells, YFP halide quenching; stimulated with forskolin plus potentiator P3; % fluorescence drop versus neutral controls; hit rate 0.36% among 350,000; activity (quench increase), % at 7.58 µM; AID 720511;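 active means mean added fluorescence quench of at least 8% versus neutral control, with both replicates also reaching 8%; inconclusive means only one of the mean or replicate conditions met; inactive means mean below 8% and not both replicates reaching 8%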;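 further: cells transiently co-express mutant CFTR-F508del with the halide-sensitive YFP; corrector assay measuring rescue of mutant channel to the surface after 24 h compound exposure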
ERp5 inh – inhibitors of human ERp5; inhibition, % at 9.99 µM; ERp5 insulin aggregation, absorbance 650 nm, 90 min; Q15084; hit rate 0.05% among 350,000;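 active means mean replicate inhibition above about 25%, with every replicate also reaching it, limit read from the data, passing the limit was not always enough; inconclusive means only one of those two criteria met; inactive means neither criterion met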
Target sequence (Q15084 whole entry, looked up): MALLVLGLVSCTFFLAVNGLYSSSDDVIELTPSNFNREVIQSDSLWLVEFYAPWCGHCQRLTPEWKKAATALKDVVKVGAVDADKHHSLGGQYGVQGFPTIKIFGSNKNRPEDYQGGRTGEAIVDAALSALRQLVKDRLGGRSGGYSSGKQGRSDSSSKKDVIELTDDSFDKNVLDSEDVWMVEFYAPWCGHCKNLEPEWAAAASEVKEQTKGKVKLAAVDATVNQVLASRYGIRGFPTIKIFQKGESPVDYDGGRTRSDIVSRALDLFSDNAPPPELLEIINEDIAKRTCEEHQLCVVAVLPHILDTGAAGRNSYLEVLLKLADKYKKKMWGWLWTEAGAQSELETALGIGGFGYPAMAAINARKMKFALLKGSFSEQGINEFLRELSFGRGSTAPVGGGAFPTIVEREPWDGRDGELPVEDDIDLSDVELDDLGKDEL
PAX8 reporter – inhibitors of PAX8 transcriptional activity in RMG-I cells; hit rate 1.2% among 360,000; RMG-I TPO-luciferase reporter, SteadyGlo, 24 h; inhibition, % at 12.6 µM;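 active means mean replicate inhibition at least 60% with every replicate also reaching 60%; inconclusive means only one of the two criteria is met; inactive means mean below 60% and not all replicates reaching 60%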;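 further: luciferase light reporting Pax8 driven TPO promoter activity; plate controls were median of neutral control wells for no effect and mitoxantrone controls for full effect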
EWS-Fli inh – EWS/Fli transcriptional activity inhibition; A673 NR0B1-luciferase reporter, viability-normalised; inhibition, % at 12.6 µM; hit rate 0.67% among 350,000;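 active means mean inhibition of at least 50% after viability correction, with every replicate also passing that limit; inconclusive means mean reaches 50% but only one of two replicates passes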;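 further: firefly luciferase signal divided by Alamar Blue viability fluorescence both relative to DMSO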
The depositor's hits bear a star; ? = inconclusive; nt = no result given.

No.	SMILES	CFTR F508del cor	ERp5 inh	DENV2 CPE rescue	Xi reactivation	ARNT-TACC3 inh	PAX8 reporter	GSIS activator	EWS-Fli inh
1	Cc1ccc(S(=O)(=O)N(C)C[C@@H]2Oc3cc(-c4cccc(F)c4)ccc3S(=O)(=O)N([C@@H](C)CO)C[C@@H]2C)cc1	-0.9	2	24	-1.1	12	15	3	2
2	O=C(Nc1ccc(F)c(Cl)c1)c1cc(C2CCCCN2C(=O)CCCc2ccccc2)on1 (stereo not drawn)	2.0	-5	-8	-0.1	nt	27	-6	2
3	Cc1ccc(C)c(NC(=O)CSc2nc3c(c(=O)n2C)SC(C)C3)c1 (stereo not drawn)	8.7*	10	-2	0.0	-3	10	-2	4
4	Cc1noc(C)c1NC(=O)Nc1ccc2c(c1)C(=O)N([C@@H](C)CO)C[C@@H](C)[C@H](CN(C)CC1CC1)OCCCC[C@H](C)O2	-4.3	12	14	0.0	-3	-15	1	nt
5	C#CCOCCOCCOCCNc1nc(N2CCOCC2)nc(N2CCN(C(=O)Cn3cc(CCCN=C(N)N)nn3)CC2)n1	-2.3	7	nt	0.0	-2	7	nt	-17
6	C[C@H]1CN([C@@H](C)CO)C(=O)c2cccc(NC(=O)Nc3ccc(C(F)(F)F)cc3)c2O[C@H]1CN(C)Cc1ccc(-c2ccccc2)cc1	1.2	-1	3	0.8	0	nt	-33	-22
7	CSCC[C@H](N)C(=O)NC[C@H]1CC[C@H](C(=O)N[C@@H](Cc2ccccc2)C(=O)O)CC1	-3.6	-1	-6	0.0	4	8	-3	-7
8	COCC(C)n1c(SCC(=O)Nc2nccs2)nc2ccccc2c1=O (stereo not drawn)	-0.1	7	-1	0.2	-4	12	0	5
9	Cc1ccc(CN2CCC(c3nc4ccc(Cl)cc4[nH]3)CC2)cc1	2.3	0	0	nt	5	nt	-6	14
10	COC(=O)c1ccc(COc2ccc3c(c2)CCC3)o1	-1.5	-4	3	0.4	-5	-11	-2	-88
11	CC(C)CC#Cc1cnc2c(c1)C(=O)N([C@@H](C)CO)C[C@@H](C)[C@H](CN(C)C(=O)CN1CCOCC1)O2	-0.4	0	1	-0.6	5	nt	10	-18
12	Cc1noc(C)c1NC(=O)Nc1ccc2c(c1)CC(=O)N([C@H](C)CO)C[C@@H](C)[C@@H](CN(C)S(=O)(=O)c1ccc(F)cc1)O2	-1.8	-13	-1	0.2	-3	-16	20	1
13	O=C(Nc1cc(F)ccc1F)N1CC(=O)N2[C@H](CO)[C@H](c3ccc(-c4ccc(F)cc4)cc3)[C@@H]2C1	-0.9	0	0	-0.1	nt	13	-19	-4
14	C[C@@H](NC(=O)C[C@@H]1C[C@H]2c3cc(NC(=O)C4CCOCC4)ccc3O[C@H]2[C@@H](CO)O1)c1ccccc1	-0.9	-7	-9	0.0	39	-25	11	6
15	O=C1N[C@H](Cc2ccccc2)COCc2cn(nn2)CC[C@H]1Cc1ccccc1	nt	1	?	0.1	nt	-5	-8	0
16	C[C@@H]1CCCCO[C@@H](CN(C)C(=O)CCCN(C)C)[C@H](C)CN([C@@H](C)CO)C(=O)c2cc(NS(=O)(=O)c3cn(C)cn3)ccc2O1	-0.5	1	-10	-0.9	6	-4	8	-10
17	Cc1cccc(-c2noc(-c3ccc4c(c3)OCO4)n2)c1	1.8	-10	0	-0.1	-4	-46	-1	32
18	O=C(c1cccs1)N1C[C@@H](n2cc(C3CC3)nn2)[C@H](O)C[C@@H]1c1ccc(Cl)cc1	-2.5	4	?	0.1	nt	-3	2	3
19	O=[N+]([O-])c1cccc(-n2nnnc2CN2CCCC2)c1	-0.2	0	-2	-0.1	-4	16	6	0
20	Cc1ccccc1NC(=S)N(Cc1cccnc1)Cc1ccco1	0.5	-5	-10	0.0	-8	-10	nt	2
21	CCCNC(=O)[C@H]1[C@H](CO)[C@H]2Cn3c(cccc3=O)[C@H]2N1C(=O)CC1CC1	-3.5	4	0	0.0	-1	-4	7	6
22	CCN(CC)C(=S)SC1=CCS(=O)(=O)C1	-3.5	-1	nt	0.1	nt	2	15	-5
23	Cn1c2ccc(F)cc2c2nnc(SCCN3CCOCC3)nc21	-0.1	2	13	0.0	-7	-14	1	-8
24	O=C(c1ccccn1)N1CC2(C1)[C@H](c1ccccc1)[C@H](CO)N2C(=O)CC1CC1	0.9	4	-9	0.0	nt	6	-17	5
25	Cc1noc(C)c1NC(=O)Nc1ccc2c(c1)C(=O)N([C@H](C)CO)C[C@@H](C)[C@H](CN(C)C(=O)C1CCCCC1)OCCCC[C@@H](C)O2	-1.4	3	-9	-0.1	-8	12	-10	8
26	COc1cc(/C=C/C(=O)c2ccc3c(c2)OCCO3)cc(Br)c1OCC(=O)N(C)C	-3.5	-2	-3	?	nt	7	-29	61*
27	COc1cccc(CNc2nnnn2C)c1	2.1	-1	-1	0.4	-3	-4	2	2
28	Nc1nc(Nc2ccccc2Cl)cc(=O)[nH]1	2.1	1	0	0.2	-1	-12	-2	-1
29	COc1ccc(OC)c(C(=O)N2CCCC(Nc3ccc(F)cc3)C2)c1 (stereo not drawn)	-0.2	-7	-1	-0.1	-1	-10	11	nt
30	C/C=C/c1ccc([C@@H]2[C@@H](CO)N(C(=O)CC)[C@H]2CNC(=O)CC2CC2)cc1	0.0	nt	-19	0.3	-3	-20	-4	2
31	C/C(N)=C(/C#N)C(=O)CSc1nc2cc(Cl)ccc2c(=O)n1Cc1ccco1	-1.4	4	0	-0.2	nt	-10	nt	4
32	O=C(C(=O)N1CCN(c2ccccc2F)CC1)c1cn(CC(=O)N2CCCC2)c2ccccc12	-3.4	-1	17	0.1	nt	14	-21	-2
33	COc1ccc(C(=O)Nc2nnc(Cc3ccc(OC)c(OC)c3)s2)c(OC)c1	2.8	2	-4	0.0	-3	-61	-1	-83
34	CC(=O)OCC1=C(C(=O)O)N2C(=O)[C@@H](NC(=O)Cc3ccccc3)[C@H]2SC1	-1.8	3	0	nt	0	nt	-3	-2
35	O=C1SCCC1NS(=O)(=O)c1ccc([N+](=O)[O-])cc1 (stereo not drawn)	1.6	0	3	-0.1	-1	20	-13	nt
36	Cc1ccc(S(=O)(=O)Nc2ccc(NC(=O)/C=C/C(=O)O)cc2)cc1	3.9	12	2	0.0	-9	16	nt	4
37	C[C@@H]1CCCCO[C@@H](CN(C)C(=O)Nc2ccccc2)[C@H](C)CN([C@H](C)CO)C(=O)c2cc(NS(=O)(=O)c3ccc(Cl)cc3)ccc2O1	-1.6	3	-8	0.1	6	57	-6	14
38	COc1ccc(Br)cc1/C=N/NC(=O)c1ccc2nc[nH]c2c1	0.6	1	2	0.2	0	-15	-1	7
39	COc1ccc(OC)c(/C=N/NC(=O)c2ccc3nc[nH]c3c2)c1	-1.1	-1	4	0.0	-2	-3	nt	10
40	O=C(Nc1cccc(F)c1)N1CCCCN2[C@@H](CO)[C@H](c3ccc(C#CC4CC4)cc3)[C@@H]2C1	8.6*	5	3	0.0	12	-5	-30	20
41	COc1cccc(S(=O)(=O)Nc2ccc3c(c2)C(=O)N(C)C[C@@H](OC)[C@H](C)CN(C(=O)Cc2cccnc2)[C@@H](C)CO3)c1	-1.7	0	1	0.3	-7	0	15	1
42	COc1ccc(NS(=O)(=O)c2cc(NC(=O)c3cccs3)ccc2N2CCCC2)cc1	-1.1	-4	0	-0.1	-4	-3	5	-1
43	COc1nnc(-c2ccccc2)s1	nt	nt	nt	4.2	-4	-45	6	nt
44	O=C(COC(=O)c1ccccc1O)Nc1cc([N+](=O)[O-])ccc1Cl	-3.0	1	-4	0.0	-9	43	-7	-19
45	OC(CCN1CCCCC1)(c1ccccc1)c1ccccc1	-1.5	6	-1	0.2	-2	-9	nt	4
46	Cc1ccc(NC(=S)NCC(C)CSc2ccc(Cl)cc2)cc1 (stereo not drawn)	0.8	3	3	-0.1	0	-6	-53	-1
47	CC(=O)c1ccc(S(=O)(=O)N(C)CC(=O)Nc2ccc(C)cc2)cc1	3.0	-2	1	0.2	-4	4	-11	0
48	CC1CC1C(=O)OCC(=O)Nc1ccc2[nH]c(=O)[nH]c2c1 (stereo not drawn)	nt	5	8	0.1	-17	0	9	-6
49	CCOC(=O)C1CCN(S(=O)(=O)c2csc(C(N)=O)c2)CC1	0.4	nt	-5	-0.1	-6	-1	22	nt
50	CC(CCc1ccccc1)NC(=O)CNC(=O)c1cccs1 (stereo not drawn)	1.1	6	-3	0.0	-7	19	5	nt
51	O=S(=O)(Nc1cccc(S(=O)(=O)N2CCCC2)c1)c1cccc(Br)c1	0.1	0	0	-0.1	-2	42	-21	1
